Screens from PubChem BioAssay.
TDP-43 yeast inh: qHTS of TDP-43 Inhibitors. TDP-43 expressing yeast growth rescue, BacTiter-Glo, 24 h. Potency, µM (titrated, usually from 46.1 µM), without a hit: at the top dose growth rescue (activation), actives largely listed as activators. 410,000 tested, 1.8% active; note: potency is the fitted concentration of half-maximal effect; % of control where 0% means no effect; nearly all actives have a fitted effect of over 50% in size
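Luminescence from BacTiter-Glo reports growth of TDP-43-expressing yeast after 24 hr at 30 deg C with compound. Cells were raffinose-pregrown to mid-log, then seeded in galactose medium at OD600=0.02.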
Abeta yeast res: qHTS for compounds that reverse cellular toxicity of Amyloid beta (A-beta) peptide in yeast: Primary Screen. yeast expressing A-beta42, growth rescue, OD600, 48 h; response scale: 0% DMSO, 100% iron-clioquinol control. Potency, µM (top dose mostly 46.1 µM), for the others: at the highest dose growth rescue, hits mostly activators. 410,000 tested, 0.063% active; note: potency is the fitted concentration of half-maximal effect; nearly all actives have a fitted effect of over 55% in size
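Yeast A-beta toxicity model in growth medium with pinned compounds, 48 h at 30 C; growth read as absorbance at 600 nm. Normalized to FeCl3/clioquinol equimolar mix (positive) and DMSO (negative).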
MmCpn inh: Inhibitors of TCP-1 ring complex (TRiC) of Methanococcus maripaludis (MmCpn): qHTS; 330,000 tested, 0.031% active; Chaperonin Mm-Cpn (Methanococcus maripaludis); purified Mm-Cpn ATPase, ADP Transcreener TR-FRET; Potency, µM (titrated, usually from 76.9 µM), inactives show at the top dose activity, negative = inhibition, most hits filed as inhibitors; note: potency is the fitted concentration of half-maximal effect; % is set by controls: 0 for no effect and ±100 for the full control effect; nearly all actives have a fitted effect of over 80% in size
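25 nM Mm-CPN + cpd, 10 min 37°C; + 10 uM ATP, 30 min 37°C; buffer 30 mM Tris pH 7.4, 100 mM KCl, 5 mM MgCl2, 1 mM DTT; Transcreener ADP HTRF detection 30 min RT.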
FUS yeast rescue: qHTS for Suppressors of FUS Proteinopathy: Primary screen using FUS-linked yeast assay; S. cerevisiae FUS-expressing, growth rescue, OD600, 24 h; Potency, µM (doses to about 76.6 µM), inactives show at the top dose growth rescue (activation), hits mostly activators; 390,000 tested, 0.24% active; AID 1347120, 2019;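 note: potency is the fitted concentration of half-maximal effect; plate controls were DMSO vehicle for no effect and reference control for full effect; nearly all actives have a fitted effect of over 55% in size; some results filed as inactive show a strong effect at the top dose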
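Galactose (2%) drives FUS expression in yeast precultured in raffinose; seeding density OD 0.005. Test compounds incubated 24hr at 30C and 99% humidity before absorbance at 600 nm was measured.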
PTHR1 ag: qHTS for PTHR1 Agonists: Primary Screen; Parathyroid hormone/parathyroid hormone-related peptide receptor (Homo sapiens), Q03431; HEK293 GP2 PTHR1 cells, GloSensor cAMP luminescence, 1 h; Potency, µM (doses to about 115 µM), without a hit: at the highest dose activation, most hits filed as activators; 410,000 tested, 0.075% active; AID 743266, 2014; note: potency is the fitted concentration of half-maximal effect; nearly all actives have a fitted effect of over 55% in size; some results filed as inactive show a strong effect at the top dose; inactives centre near -15; many of its hits are not listed in these tables
Target sequence (Q03431 whole entry, looked up): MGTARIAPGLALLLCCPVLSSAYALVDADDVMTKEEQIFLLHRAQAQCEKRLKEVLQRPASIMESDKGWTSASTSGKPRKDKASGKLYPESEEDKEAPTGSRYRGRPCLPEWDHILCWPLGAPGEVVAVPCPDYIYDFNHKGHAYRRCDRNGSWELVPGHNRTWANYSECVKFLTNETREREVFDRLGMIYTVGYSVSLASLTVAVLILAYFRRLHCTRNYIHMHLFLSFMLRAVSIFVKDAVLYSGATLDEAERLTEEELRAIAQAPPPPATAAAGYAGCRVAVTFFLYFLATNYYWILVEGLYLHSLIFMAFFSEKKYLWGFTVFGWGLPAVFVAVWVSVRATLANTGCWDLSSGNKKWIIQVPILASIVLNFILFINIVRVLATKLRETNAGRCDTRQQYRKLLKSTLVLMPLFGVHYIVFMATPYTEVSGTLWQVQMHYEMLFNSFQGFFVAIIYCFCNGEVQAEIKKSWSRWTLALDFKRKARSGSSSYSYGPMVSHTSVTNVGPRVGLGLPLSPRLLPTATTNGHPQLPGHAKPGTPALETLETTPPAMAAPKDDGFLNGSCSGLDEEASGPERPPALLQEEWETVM
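HEK-293-derived GP2 cells expressing PTHR1 and a GloSensor cAMP reporter, 3,000/well, plated overnight, given luciferin plus IBMX (each 0.5 mM as added) for 1 h at 37 °C, then compound for 1 h at 37 °C. Luminescence was read after 15 min at room temperature.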
GLP1R cytotox: qHTS of GLP-1 Receptor Inverse Agonists: Cytotox Screen; 410,000 tested, 0.13% active; HEK293 cAMP-luciferase reporter cells, luminescence, 24 h; Potency, µM (doses to about 38.3 µM), for inactives: at the highest dose activity change, negative = inhibition, hits mostly inhibitors;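 note: loss of luciferase light is scored as toxicity; potency is the fitted concentration of half-maximal effect; % is set by controls: 0 for no effect and ±100 for the full control effect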
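Seeding density was 200 cells/uL; after overnight-length (12 h) culture, 23 nL compounds went on for 24 h at 37 °C. Readout used a luciferase detection reagent, luminescence taken after 12 min at room temperature.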
GLP1R inv ag: qHTS of GLP-1 Receptor Inverse Agonists (Inhibition Mode). Glucagon-like peptide 1 receptor (Homo sapiens), P43220. HEK293 GLP-1R CRE-luciferase, luminescence, 24 h; GLP-1R form is constitutively active. Potency, µM (series often up to 38.3 µM), inactives show at the highest dose activity change, negative = inhibition, usual class: inhibitors. 410,000 tested, 1.6% active; note: potency is the fitted concentration of half-maximal effect; % is set by controls: 0 for no effect and ±100 for the full control effect; nearly all actives have a fitted effect of over 55% in size
Target sequence (P43220 whole entry, looked up): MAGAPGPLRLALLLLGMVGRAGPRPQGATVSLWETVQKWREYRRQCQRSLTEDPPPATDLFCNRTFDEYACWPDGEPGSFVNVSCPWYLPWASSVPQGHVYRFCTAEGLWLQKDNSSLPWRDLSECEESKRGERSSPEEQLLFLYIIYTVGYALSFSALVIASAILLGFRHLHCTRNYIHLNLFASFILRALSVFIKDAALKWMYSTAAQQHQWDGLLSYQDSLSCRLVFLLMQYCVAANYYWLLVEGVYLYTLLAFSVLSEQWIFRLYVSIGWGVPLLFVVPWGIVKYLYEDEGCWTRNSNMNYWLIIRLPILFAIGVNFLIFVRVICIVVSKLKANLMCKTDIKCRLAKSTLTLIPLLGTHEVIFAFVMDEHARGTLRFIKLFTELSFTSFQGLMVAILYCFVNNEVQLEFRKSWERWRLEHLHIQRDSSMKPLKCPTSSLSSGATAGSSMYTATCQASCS
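qHTS in 1536-well format: reporter HEK293 cells expressing constitutive GLP-1R activity in DMEM + 10% Nu serum, 24 hr with compounds at 37 deg C, luminescence read after 12 min with detection reagent.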
Akt phos inh: HTS Assay for Inhibitors of Akt Phophorylation: Primary Screen; Neuro2A IGF-stimulated pAkt S473 HTRF, 20 min; hits give low values; activity change, % for hits at 50 µM; 360,000 tested, 0.32% active; AID 651550, 2012; in the data active = activity change below about -80%; inconclusive = mostly about -51% to -80%; note: % is set by controls: 0 for no effect and ±100 for the full control effect
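Neuro2A cells in DMEM with 0.5% FBS, overnight at 37 deg C, given compound at single 50 µM final, then IGF (6 nM final) for 20 min at 37 deg C. Lysed; phospho-Akt Ser473 by HTRF after 24 h, 665/615 ratio.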
aSyn rescue: qHTS of alpha-syn Inhibitors | Yeast expressing alpha-synuclein, growth rescue, BacTiter-Glo, 24 h | Potency, µM (titrated, usually from 46.1 µM), without a hit: at the top dose growth rescue (activation), hits mostly activators | 370,000 tested, 0.14% active; note: potency is the fitted concentration of half-maximal effect; % of control where 0% means no effect; nearly all actives have a fitted effect of over 65% in size
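Rescue of yeast growth: cells expressing toxic alpha-synuclein, induced in galactose at OD600 0.02, incubated with compound 24 h at 30 C. ATP luminescence quantified growth; inhibitors of toxicity appear as activators.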
Starred values were filed as active, the others as inactive; i = inactive; ? = inconclusive; / = no result given; [ ] = another dose, or the depositor's remark. Unless noted, calls come from the whole dose curve; as a rule, active = well fitted curve in the direction sought with a large enough effect; inconclusive = small, poorly fitted or top-dose-only effect, or another doubt; inactive = no such curve, though single readings can be large; an effect the other way counts as inactive or inconclusive.

#	Compound	TDP-43 yeast inh	Abeta yeast res	MmCpn inh	FUS yeast rescue	PTHR1 ag	GLP1R cytotox	GLP1R inv ag	Akt phos inh	aSyn rescue
1	COc1ccc(C(CNC(=O)c2ccc(NS(=O)(=O)c3ccc(F)c(C)c3)cc2)N(C)C)cc1 (configuration not stated)	0%	2%	-11%	7%	i	9%	?	i	2%
2	Cc1cc([N+](=O)[O-])nn1CCCC(=O)N1CCN(c2ccc(F)cc2)CC1	6%	0%	-6%	/	-13%	1%	-30%	i	-6%
3	N#C/C(=C\c1ccc(OCCN2CCOCC2)cc1)C(=O)Nc1ccccc1F	0%	1%	-6%	23%	i	2%	21%	i	2%
4	CCOC(=O)C1=C(C)N(C)C(=O)NC1c1cccc([N+](=O)[O-])c1 (configuration not stated)	-14%	-14%	/	-7%	i	8%	27%	i	-6%
5	CCOC(=O)C1CCCN(C(=O)c2nn(-c3ccc(C)cc3)c(=O)c3c2c2ccccc2n3C)C1 (configuration not stated)	7%	-8%	/	-9%	i	5%	8%	/	/
6	COCCOC(=O)C1=C(C)NC(=O)NC1c1ccc(-c2ccc(F)cc2)o1 (configuration not stated)	-5%	14%	1%	36%	-18%	2%	4%	i	0%
7	CCC(CC)C1C(C#N)=C(N)SC(N)=C1C#N	12%	3%	-1%	11%	-12%	-18%	-2%	i	-13%
8	O=C(NC(=S)N1CCCC1)c1ccc(Cl)cc1	-5%	37%	2%	21%	-3%	-17%	10%	i	-9%
9	COc1cccc(NC(=O)N2CCC(C(=O)Nc3ccc(C)cc3C)CC2)c1	6%	12%	0%	40%	-4%[57.5 µM]	2%	5%	i	-2%
10	C/C(=N\Nc1nc(N2CCCCCC2)nc(N2CCCCCC2)n1)c1ccccc1	-7%	-10%	-1%	16%	i	1%	?	i	-6%
11	CC(C)c1ccc(NC(=O)CCCc2nc(-c3ccc(Cl)cc3)no2)cc1	8%	-7%	/	-7%	i	4%	9%	/	/
12	COCCCn1c(SCc2nnc(-c3ccccc3)o2)nc2sc3c(c2c1=O)CCC3	18%	7%	1%	16%	i	-5%	9%	i	14%
13	O=C(CSc1nnc(-c2ccccc2F)o1)N1CCNC1=O	-1%	-5%	2%	-12%	-54%[inhibitor]	0%	-19%	i	3%
14	CCOC(=O)c1[nH]c(C)c(C(=O)OC)c1C	19%	-10%	-1%	12%	?	?	17%	i	1%
15	CCn1c(=O)c(C(=O)NNS(=O)(=O)c2ccc(C)cc2)c(O)c2ccccc21	-26%	-22%	1%	19%	-14%	-6%	?	i	-10%
16	CCCc1nnc(NC(=O)c2cc(=O)c3ccccc3o2)s1	12%	-8%	/	-11%	-19%	6%	5%	/	/
17	CCN1CCN(c2cc(C)c3cc(NC(=O)CCC(=O)N4CCN(c5ccccc5OC)CC4)ccc3n2)CC1	-6%	12%	-1%	14%	-17%	-29%	?	i	1%
18	O=[N+]([O-])c1cc(Br)ccc1C[n+]1ccccc1	-6%	-2%	/	-5%	i	-2%	5%	i	1%
19	C[C@H]1CN([C@@H](C)CO)S(=O)(=O)c2ccc(Br)cc2O[C@@H]1CN(C)C(=O)Cc1cccnc1	13%	2%	/	-19%	-18%	-2%	14%	i	?
20	CCOc1ccc(N=Cc2c(O)n(-c3cccc(C)n3)c(=O)c3ccccc23)cc1	-23%	-12%	1%	8.9µM*	-24%	20%	0%	i	-7%
21	COc1ccc(NC(=O)CCN2CCN(S(=O)(=O)c3ccc(Cl)cc3)CC2)cc1	-3%	11%	1%	-2%	i	?	-12%	i	2%
22	Cc1ccc2oc(Nc3nc(C)cc(C)n3)nc2c1	-9%	-7%	-1%	34%	-8%[57.5 µM]	-22%	15%	i	-7%
23	Cc1cccc(/C(N)=N/OC(=O)CCc2ccccc2)c1	10%	5%	0%	4%	-14%	4%	10%	i	-5%
24	Cc1ccc(OCCNc2cc(N3CCN(CCO)CC3)ccc2[N+](=O)[O-])cc1C	19%	-5%	2%	/	i	-28%	?	i	4%
25	CCCNC(=S)N1CCN(c2nc(C)nc3sc4c(c23)CCCC4)CC1	?	-52%[inhibitor]	-1%	35%	-33%[inhibitor]	-9%	?	i	-12%
26	O=C(CCOc1ccccc1)N1CCN(S(=O)(=O)c2ccccc2F)CC1	19%	-9%	0%	/	-17%	?	-11%	i	-1%
27	CC(=O)Nc1ccc(C(=O)COC(=O)c2ccco2)c(F)c1	13%	-9%	0%	-1%	-10%	-10%	-3%	i	-1%
28	CC(=O)Nc1ccc(NC(=O)CCC(=O)Oc2ccc(C)cc2)cc1	0%	3%	-1%	-38%	-13%	3%	5%	i	4%
29	CSc1nnc(-c2ccco2)c(-c2ccco2)n1	6%	-14%	-2%	2%	i	5%	139%[activator]	i	12%
30	CCc1cc(=O)oc2cc(C)cc(OCC(=O)NC3CCN(Cc4ccccc4)CC3)c12	20%	-14%	-2%	-16%	-19%	4%	-14%	i	-5%
31	Cc1c(CCC(=O)O)c(=O)oc2cc3occ(-c4ccccc4)c3cc12	-59%[inhibitor]	-3%	-1%	18%	-14%	?	0%	i	?
32	CC1=C(C#N)S(=O)(=O)C(C#N)C(c2ccccc2)C1 (configuration not stated)	2%	-4%	1%	12%	i	5%	-11%	i	1%
33	CCOC(=O)c1cc(CC)sc1NC(=O)CN1C(=O)C(=O)N(CC(C)C)C1=O	6%	4%	-2%	18%	-15%	3%	13%	i	4%
34	COc1ccc2cc(C(=O)NCCc3ccccc3)[nH]c2c1	20%	-1%	-8%	-4%	-12%	0%	6%	i	2%
35	CCOc1nc(SCCOc2ccccc2)nc(N(C)C)n1	27%	12%	0%	34%	-4%[57.5 µM]	17%	-3%	i	16%
36	C[C@H](CO)N1C[C@H](C)[C@H](CN(C)S(=O)(=O)c2ccc(Oc3ccccc3)nc2)OCc2cnnn2CCCC1=O	?	-2%	/	12%	-19%	7%	7%	i	0%
37	O=C(NCC1CCCO1)C1CC1(c1ccccc1)c1ccccc1 (configuration not stated)	11%	3%	0%	-37%	i	-2%	?	i	7%
38	Cc1c(Cl)c([N+](=O)[O-])nn1CC(=O)N1CCCc2ccccc21	-12%	9%	0%	/	6%	-12%	-29%	i	-1%
39	CCc1cc(=O)oc2cc(C)cc(O)c12	4%	-7%	-23%	-20%	i	41%[activator]	15%	i	-11%
40	CC(=O)Nc1c(C)nn(C(C)=O)c1C	19%	9%	0%	/	4%	-2%	0%	i	2%
41	CCc1sc(C(=O)N2CCN(c3ccc(F)cc3)CC2)cc1C	?	-14%	0%	16%	-12%	3%	-24%	i	-1%
42	Cc1ccccc1COc1ccc(/C=C(\C#N)C(N)=O)cc1	-1%	-9%	-6%	-2%	-14%	6%	3%	i	1%
43	COc1ccc(-c2nc3c4ccccc4n(CC(=O)Nc4ccc(C(C)C)cc4)c(=O)n3n2)cc1	23%	0%	/	-15%	0%	-4%	12%	/	/
44	CC(=O)c1c(C)[nH]c(C(=O)OCC(=O)Nc2cc(Cl)ccc2[N+](=O)[O-])c1C	?	-6%	-3%	-7%	-17%	-4%	21%	i	9%
45	Cc1cc(Oc2ccccc2)nc(N)n1	-19%	-6%	/	3%	-5%[57.5 µM]	-1%	0%	i	-10%

Reprinted from the results shown for reference:
#	Compound	TDP-43 yeast inh	Abeta yeast res	MmCpn inh	FUS yeast rescue	PTHR1 ag	GLP1R cytotox	GLP1R inv ag	Akt phos inh	aSyn rescue
31	Cc1c(CCC(=O)O)c(=O)oc2cc3occ(-c4ccccc4)c3cc12	-59%[inhibitor]	-3%	-1%	18%	-14%	?	0%	i	?
32	CC1=C(C#N)S(=O)(=O)C(C#N)C(c2ccccc2)C1 (configuration not stated)	2%	-4%	1%	12%	i	5%	-11%	i	1%
33	CCOC(=O)c1cc(CC)sc1NC(=O)CN1C(=O)C(=O)N(CC(C)C)C1=O	6%	4%	-2%	18%	-15%	3%	13%	i	4%
34	COc1ccc2cc(C(=O)NCCc3ccccc3)[nH]c2c1	20%	-1%	-8%	-4%	-12%	0%	6%	i	2%
35	CCOc1nc(SCCOc2ccccc2)nc(N(C)C)n1	27%	12%	0%	34%	-4%[57.5 µM]	17%	-3%	i	16%
36	C[C@H](CO)N1C[C@H](C)[C@H](CN(C)S(=O)(=O)c2ccc(Oc3ccccc3)nc2)OCc2cnnn2CCCC1=O	?	-2%	/	12%	-19%	7%	7%	i	0%
37	O=C(NCC1CCCO1)C1CC1(c1ccccc1)c1ccccc1 (configuration not stated)	11%	3%	0%	-37%	i	-2%	?	i	7%
38	Cc1c(Cl)c([N+](=O)[O-])nn1CC(=O)N1CCCc2ccccc21	-12%	9%	0%	/	6%	-12%	-29%	i	-1%

This is a subset; count on the stated rates, not on these rows.
